# Tau fibril FP – qHTS for Inhibitors of Tau Fibril Formation, Fluorescence Polarization; Microtubule-associated protein tau (Homo sapiens), P10636; K18 P301L tau heparin fibrillization, Alexa594 FP, 6 h; Potency, µM (doses to about 57.7 µM), for the others: at the top dose activity, negative = inhibition, hits mostly inhibitors; 280,000 compounds, 0.39% hits; AID 1468, 2008; also: nearly all actives have a fitted effect of over 55% in size
# Target sequence (P10636 561-689 P618L limits assumed): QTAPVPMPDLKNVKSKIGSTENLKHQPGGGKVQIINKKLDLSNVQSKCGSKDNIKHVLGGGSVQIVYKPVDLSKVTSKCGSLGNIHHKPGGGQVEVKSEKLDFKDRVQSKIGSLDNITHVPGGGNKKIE
#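 FP of Alexa 594-tau after heparin (20 uM) induction. Substrate: human K18 P301L, 15 uM unlabeled, 0.24 uM labeled. Buffer 100 mM sodium acetate pH 7. 6 hr, 37 C.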
# JMJD2E inh – qHTS Assay for Inhibitors of Human Jumonji Domain Containing 2E (JMJD2E) | Lysine-specific demethylase 4E (Homo sapiens), B2RXH2 | JMJD2E catalytic domain, FDH-coupled NADH fluorescence (FDH is formaldehyde dehydrogenase) | Potency, µM (top dose mostly 57.1 µM), for inactives: top-dose activity change, negative = inhibition, hits mostly inhibitors | 230,000 compounds, 1.6% hits | AID 2147, 2009; active = well fitted inhibition curve with a large enough effect, not every such curve was filed as active; inconclusive = small, poorly fitted or top-dose-only effect, or another doubt; inactive = no such curve, though single readings can be large or run the other way;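 also: 0% = wells with enzyme and -100% = buffer wells without enzyme; nearly all actives have a fitted effect of over 50% in size; many of its hits are not listed in these tables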
# Target sequence (B2RXH2 1-337 limits assumed): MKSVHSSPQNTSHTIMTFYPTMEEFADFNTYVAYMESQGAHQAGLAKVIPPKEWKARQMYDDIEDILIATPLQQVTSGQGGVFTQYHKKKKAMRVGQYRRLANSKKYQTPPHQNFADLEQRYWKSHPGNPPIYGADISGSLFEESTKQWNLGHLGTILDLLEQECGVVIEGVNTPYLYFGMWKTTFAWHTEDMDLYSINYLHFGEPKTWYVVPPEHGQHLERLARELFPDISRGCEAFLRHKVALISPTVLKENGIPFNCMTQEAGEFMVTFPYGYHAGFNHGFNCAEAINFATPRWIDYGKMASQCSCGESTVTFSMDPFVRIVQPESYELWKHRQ
# Tau fibril ThT – qHTS for Inhibitors of Tau Fibril Formation, Thioflavin T Binding; Microtubule-associated protein tau (Homo sapiens), P10636; recombinant tau K18 P301L, heparin-induced fibrillization, ThT fluorescence; Potency, µM (doses to about 57.4 µM), for inactives: at the highest dose activity, negative = inhibition, most hits filed as inhibitors; 270,000 compounds, 2.1% hits; also: nearly all actives have a fitted effect of over 55% in size
#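 ThT emission at 510 nm, taken 1 hr after adding 30 uM dye, quantifies aggregates formed when 20 uM heparin acts on human tau K18 P301L for 6 hr at 37 C.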
# RECQ1 inh – qHTS Assay for Inhibitors of RecQ-Like Dna Helicase 1 (RECQ1). 240,000 compounds, 0.54% hits. Potency, µM (top dose mostly 57.3 µM), without a hit: at the top dose activity, negative = inhibition, usual class: inhibitors. RECQ1 DNA unwinding, red fluorescence kinetic read. AID 2549, 2010;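 also: plate controls were vehicle for no effect and no enzyme for full effect; nearly all actives have a fitted effect of over 30% in size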
#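 50 nM RECQ1T1 preincubated 15 min with compound in Tris pH 8.0 buffer with MgCl2, DTT, Tween-20 and 2.5 ug/ml poly(dI-dC); started with 200 nM TAMRA/BHQ-2 forked duplex and 2 mM ATP. Unwinding read as fluorescence (525/598 nm), two reads 2 h apart.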
# L3MBTL1 block – qHTS Assay for the Inhibitors of L3MBTL1. Lethal(3)malignant brain tumor-like protein 1 (Homo sapiens), Q9Y468. AlphaScreen L3MBTL1–H3K9me1 peptide binding. Potency, µM (titrated, usually from 57.1 µM), inactives show top-dose activity, negative = inhibition, hits mostly inhibitors. 230,000 compounds, 0.66% hits; also: nearly all actives have a fitted effect of over 60% in size
#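 Read-out is AlphaScreen signal from streptavidin donor and nickel chelate acceptor beads (10 ug/mL final each) bridging L3MBTL1 (50 nM) and biotinylated K9-monomethylated H3(1-15) peptide (75 nM), after 30 min compound exposure at room temperature.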
# TexasRed fluor – Total Fluorescence Counterscreen for Inhibitors of the Interaction of Thyroid Hormone Receptor and Steroid Receptor Coregulator 2; 280,000 compounds, 0.29% hits; TRb/SRC2 Texas Red total fluorescence interference; Potency, µM (top dose mostly 106 µM), without a hit: top-dose fluorescence change, negative = quenching; active = well fitted curve in either direction with a large enough effect; inconclusive = small, poorly fitted or top-dose-only effect
#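 Human TRb ligand-binding domain at 0.6 uM with 20 nM Texas Red SRC2 peptide in Tris buffer containing 1 uM T3 and 5% DMSO, incubated with compound 5 h at ambient temperature. Total fluorescence (555/632 nm) calculated as parallel + 2 × perpendicular.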
# TRb SRC2 PPI – qHTS for Inhibitors of the Interaction of Thyroid Hormone Receptor and Steroid Receptor Coregulator 2; Potency, µM (series often up to 106 µM), without a hit: at the highest dose activity change, negative = inhibition, most hits filed as inhibitors; Thyroid hormone receptor beta (Homo sapiens), P10828; TRbeta-SRC2 peptide binding, fluorescence polarization; receptor liganded with 1 µM T3; 280,000 compounds, 0.065% hits;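 also: plate controls were bound peptide for no effect and peptide without receptor for full effect; nearly all actives have a fitted effect of over 50% in size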
#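 Fluorescence polarization of 20 nM Texas Red SRC2 peptide with 0.6 uM human TRb ligand-binding domain, in Tris buffer with 1uM T3 and 5% DMSO. Incubated 5 hr ambient; normalized to unbound and bound controls.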
# GoLoco inh red – qHTS Assay for Inhibitors of RGS12 GoLoco Motif Activity (Red Fluorophore) | Guanine nucleotide-binding protein G(i) subunit alpha-1 (Homo sapiens), P63096 | Gai1:RGS12 GoLoco peptide FP, rhodamine, 10 min | Potency, µM (titrated, usually from 61.6 µM), inactives show at the highest dose activity, negative = inhibition, actives largely listed as inhibitors | 230,000 compounds, 0.44% hits | AID 880, 2007; active = well fitted inhibition curve with a large enough effect, not every such curve was filed as active; inactive = no such curve, though single readings can be large or run the other way; also: nearly all actives have a fitted effect of over 30% in size; many of its hits are not listed in these tables
# Target sequence (P63096 whole entry, looked up): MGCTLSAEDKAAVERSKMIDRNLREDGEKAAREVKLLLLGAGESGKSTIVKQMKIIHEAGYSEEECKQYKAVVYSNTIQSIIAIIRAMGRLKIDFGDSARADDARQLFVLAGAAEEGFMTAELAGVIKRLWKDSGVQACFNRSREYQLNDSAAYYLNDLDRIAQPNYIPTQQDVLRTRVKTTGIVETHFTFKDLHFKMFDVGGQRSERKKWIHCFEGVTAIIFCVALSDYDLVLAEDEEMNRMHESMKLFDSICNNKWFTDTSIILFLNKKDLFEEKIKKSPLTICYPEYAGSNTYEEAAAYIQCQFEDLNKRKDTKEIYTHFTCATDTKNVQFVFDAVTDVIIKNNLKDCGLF
# An asterisk follows results filed as active; i = inactive; ? = inconclusive; nt = no result given; [ ] = remark or other dose. Unless noted, calls follow the shape of the dose curve; as a rule, active = well fitted curve in the direction sought with a large enough effect; inconclusive = small, poorly fitted or top-dose-only effect, or another doubt; inactive = no such curve, though single readings can be large; an effect the other way counts as inactive or inconclusive. Unless noted, % is scaled to controls: 0 for no effect and ±100 for the full control effect; potency is read from the fitted curve at half-maximal effect. Not all compounds are listed (hit frequency here may not be typical).
SMILES,Tau fibril FP,JMJD2E inh,Tau fibril ThT,RECQ1 inh,L3MBTL1 block,TexasRed fluor,TRb SRC2 PPI,GoLoco inh red
CCCn1cc(C(=O)OCC)c(=O)c2cc(F)c(F)cc21,1%,-1%,1%,-2%,1%,1%,0%,4%
OC1O[C@H](c2ccc3c(c2)OCO3)[C@H]2CO[C@H](c3ccc4c(c3)OCO4)[C@@H]12 (stereo partly specified),5%,2%,?,i,nt,1%,1%,-1%
Cc1ccc(C2c3sc(=O)[nH]c3SC3C4CC(C5C(=O)N(C(C)C(=O)O)C(=O)C45)C23)cc1 (stereo unspecified),-1%,-9%,1%,6%,6%,-2%,1%,34%[activator]
C=C(C)c1cccc(C(C)(C)NC(=O)NCc2cccnc2)c1,-1%,-12%,1%,9%,-15%,-1%[53 µM],11%[53 µM],6%
Cc1ccc(C)c(N2CCN(C(=O)Cn3cnc4onc(-c5ccc(F)cc5)c4c3=O)CC2)c1,?,nt,-9%,nt,nt,-2%,0%,nt
CCOc1ccc(C(=O)NCCN2CCCC2)cc1,-1%,5%,9%,-7%,56%[activator],-7%,-10%,2%
Cc1c(C(=O)OCCOC(C)C)[nH]c2c1C(=O)CC(c1ccco1)C2 (stereo unspecified),1%,-11%,-12%,-2%,25µM*,-4%,0%,-3%
Nc1cc(=O)[nH]c(SCC(=O)NNC(=O)Cc2ccccc2)n1,4%,-4%,-1%,-22%,45%[activator],-1%,-4%,-4%
Cc1cc(C)cc(NCc2nnc3n2CCCCC3)c1,-4%,nt,?,nt,nt,0%,1%,nt
Cc1cc(NC(=O)CSc2ncc(C(=O)Nc3ccc(F)cc3)c(=O)n2C)no1,-13%,nt,-16%,nt,nt,0%,4%,nt
Nc1nnc(SCCN2C(=O)c3ccccc3C2=O)s1,3%,-1%,-12%,-6%,nt,-1%,-3%,-3%
O=C(c1ccccc1)N1C(=O)C(c2ccccc2)Oc2ccccc21 (stereo unspecified),-3%,8%,-16%,-6%,12%,2%,3%,-1%
O=C(NCCCCCCNC(=O)c1cccs1)c1cccs1,-7%[2.34 µM],0%,-5%,-4%,3%,-2%,1%,9%
CCn1c(SCC(=O)N/N=C/c2ccc(OC)c(OC)c2)nc2ccccc21,-6%,-4%,-23%,-7%,-2%,1%,4%,-8%
O=C(CC(c1ccco1)S(=O)(=O)c1ccccc1)c1ccccc1 (stereo unspecified),0%,-13%,-22%,i,nt,0%,-1%,-3%
CCOC(=O)c1c(-c2ccc(C)cc2)csc1NC(=O)c1cc(=O)c2cc(C)c(C)cc2o1,5%,nt,3%,nt,nt,9%,-4%,nt
Cc1ccc2c(c1)c1c(c(=O)n(-c3ccccc3)c(=O)n1CC(=O)NCCC1=CCCCC1)n2C,-9%,nt,13%,nt,nt,-1%,-10%,nt
COC(=O)N[C@H](C[N+](=O)[O-])C(C)(C)C,-2%,-1%,-2%,i,nt,-2%,10%,3%
COc1ccc(Cl)cc1C(=O)Nc1ccc(S(N)(=O)=O)cc1,6%,0%,-11%,11%,0%,-3%,3%,4%
COc1ccc(OC)c(CNS(=O)(=O)c2ccc(-c3cc(C(F)(F)F)on3)s2)c1,-16%,nt,-10%,nt,nt,-2%,-4%,nt
COc1ccc(S(=O)(=O)Nc2ccc(CC#N)cc2)cc1,4%,4%,-6%,-5%,nt,-5%,2%,7%
Cc1ccc(OCCn2cc(/C=C(\C#N)C(=O)NCC3CCCO3)c3ccccc32)cc1 (stereo unspecified),0%,?,-1%,-6%,-4%,-1%,-1%,-23%
CCCC(=O)NCc1cc(-c2nn(C)c(=O)c3ccccc23)ccc1C,-4%,-12%,0%,-16%,5%,1%,-23%,-5%
COCCn1c(SCC(=O)Nc2nnc(C)s2)nnc1-c1ccoc1C,3%,5%,2%,i,5%,-1%,5%,10%
COCCCNC(=O)c1cnc2sc(N3CCCCCC3)nn2c1=O,2%,nt,7%,nt,nt,-2%,1%,nt
Cn1c(=O)c2c(nc(SCC(=O)NCC3CCCO3)n2C)n(C)c1=O (stereo unspecified),-1%,0%,-12%,5%,nt,-1%,-4%,10%
COc1cc(/C=N/NC(=O)c2cc(-c3ccco3)nc3ccccc23)cc(OC)c1O,11%,?,?,-1%,-23%,-6%,-2%,-2%
COC(=O)[C@@H](NC(=O)/C=C/c1ccc(OC)cc1)C(C)C,-6%,0%,-4%,-9%,nt,-1%,4%,0%
CC(C)[C@@H](OCc1ccccc1)[C@H](C)/C=N\OC[C@@H](O)[C@@H]1O[C@@H]2OC(C)(C)O[C@@H]2[C@H]1O,-5%[11.6 µM],nt,-8%[11.5 µM],12%[11.5 µM],nt,-7%[11.2 µM],-3%[11.2 µM],nt
CSc1nc(=O)c2c(n1C)NC(=O)CC2c1cc(F)cc(F)c1 (stereo unspecified),-5%,nt,0%,nt,nt,-41%,-2%,nt
Cc1nc(SCC(=O)c2ccccc2)[nH]c(=O)c1Oc1ccc(Cl)cc1,-1%,-2%,1%,3%,-4%,2%,9%,2%
COc1ccc(OCc2n[nH]c(=S)n2Cc2ccco2)cc1,2%,-30%,-11%,-1%,nt,-1%,-3%,0%
COc1ccc(S(=O)(=O)N2CCCCCC2)cc1,1%,4%,-7%,-8%,nt,0%,-2%,-4%
COc1cccc(NC(=O)c2cn(C3CCCCC3)c(=O)c3c2c2ccccc2n3C)c1,-7%,nt,-10%,nt,nt,0%,-2%,nt
O=C(COC(=O)c1ccccc1OCc1ccccc1Cl)NC1CC1,-5%,5%,-2%,-10%,4%,0%,-2%,13%
C/C(=N\Nc1cc(C)nc(-c2ccccc2)n1)c1cccc([N+](=O)[O-])c1,9%,-6%,0%,-9%,?,-2%,10%,-20%
CCOC(=O)c1c(C)oc2nc(C)nc(Nc3ccc(CC)cc3)c12,9%,nt,-10%,nt,nt,-63%,-18%,nt
COc1ccc(S(=O)(=O)NCCN2CCOCC2)c2ccccc12,-6%,1%,4%,-1%,-2%,0%,4%,1%
CC(=O)N1CCc2cc(C(=O)CN3CCN(c4cccc(Cl)c4)CC3)ccc21,-9%,-26%,?,-11%,-5%,-6%,2%,4%
CC(=O)C1=C(c2ccccc2)N(C(C)=O)n2c(C)nnc2S1,?,-2%,11µM*,-3%,1%,-4%,1%,4%
CC1CCCCC1NC(=O)c1cn(C)c2ccc(S(=O)(=O)N3CCCC3)cc2c1=O (stereo unspecified),-5%,2%,0%,i,51%[activator][11.4 µM],0%,4%,5%
OC(CNC1Cc2ccccc2C1)COc1ccc(Cl)cc1 (stereo unspecified),5%,5%,nt,-15%,nt,-3%,0%,3%
CCCC(=O)Nc1ccc2c(c1)C(=O)N(CCC(=O)O)C2=O,-2%,?,5%,1%,nt,-7%,-2%,-2%
Cc1ccccc1CS(=O)(=O)Cc1ccc(C(=O)N2CCOCC2)o1,-8%,-2%,-13%,i,-1%,1%,-10%,2%
O=C1NC(=Nc2ccc(Cl)cc2)SC1Cc1cccc(Cl)c1Cl (stereo unspecified),-15%,-4%,2%,-6%,4%,3%,3%,-5%
Cc1ccc(/C=C2/SC(=S)N(CC(=O)Nc3ncc(Cc4ccc(C)cc4)s3)C2=O)cc1,?,5%,-15%,-6%,nt,1%,-1%,1%
O=C(O)[C@H](Cc1ccccc1)NC(=O)C(c1ccccc1)(c1ccccc1)c1ccccc1,11%,12%,-8%,-10%,7%,-2%,-7%,8%
O=C(/C=C/c1ccc(S(=O)(=O)N2CCOCC2)cc1)N1CCN(c2ccccc2)CC1,5%,3%,9%,-1%,-25%,-2%,5%,-9%
CCOC(=O)CSc1cc(CS(=O)(=O)c2ccccc2)nc(-c2ccccc2)n1,-14%,0%,-2%,-13%,-3%,2%,-5%,12%
COc1ccc(NC(=O)CSc2nc3ccccc3c(=O)n2CCCN2CCCCC2)c(OC)c1,-5%,-2%,-15%,-1%,nt,4%,7%,7%

# The closing 2 records of the section before lead into the next.
SMILES,Tau fibril FP,JMJD2E inh,Tau fibril ThT,RECQ1 inh,L3MBTL1 block,TexasRed fluor,TRb SRC2 PPI,GoLoco inh red
CCOC(=O)CSc1cc(CS(=O)(=O)c2ccccc2)nc(-c2ccccc2)n1,-14%,0%,-2%,-13%,-3%,2%,-5%,12%
COc1ccc(NC(=O)CSc2nc3ccccc3c(=O)n2CCCN2CCCCC2)c(OC)c1,-5%,-2%,-15%,-1%,nt,4%,7%,7%
O=C(COC(=O)c1cccc(Br)c1)NCCc1ccc(F)cc1,2%,-1%,-2%,1%,6%,1%,4%,-7%
COc1ccc(C2CC(=O)C3=C(C2)Nc2ccccc2N(C(C)=O)C3c2ccco2)cc1 (stereo unspecified),0%,-11%,-3%,-3%,2%,1%,-2%,-2%
CC(C)COC(=O)Cn1cnc2ccc(Br)cc2c1=O,0%,4%,-2%,-11%,nt,0%,-3%,-15%
NNc1nc2c(-c3ccc(Cl)cc3)nnn2c2ccccc12,1%,?,-21%,-4%,0%,-2%,15%,10%
CCOC(=O)N1CCN(Cc2nc(-c3cccc(C)c3)no2)CC1,-4%,-6%,-9%,-8%,nt,-6%,-6%,0%
CSc1n[nH]c(-c2ccc(C(F)(F)F)cc2)n1,0%,?,5%,-1%,5%,-7%,1%,11%
COC(=O)/C(C#N)=C1/SC=C(C)N1c1ccccc1,-13%,0%,17%,-7%,-10%,-1%,-7%,-9%
OCCN(CCO)CC(O)COCCC12CC3CC(CC(C3)C1)C2 (stereo unspecified),11%,1%,-5%,4%,nt,-4%,-7%,-23%
COC(=O)CNC(=O)COC(=O)Cc1ccc(Cl)cc1,3%,-2%,-3%,-1%,0%,2%,5%,2%
